# LMNA splice mod: LMNA splicing modulation. HeLa LMNA splicing GFP/RFP minigene ratio, 48 h. Potency, µM (titrated, usually from 46.1 µM), for inactives: at the top dose ratio change, negative = inhibition, most hits filed as inhibitors. 200,000 compounds, 0.01% hits. AID 1487; active = well fitted inhibition curve with a large enough effect in the signal ratio, with a control signal flat, not every such curve was filed as active; inconclusive = small, poorly fitted or top-dose-only effect, or effect the other way, or a change in a side signal; the % refers to the signal ratio; also: potency is read from the fitted curve at half-maximal effect; % is scaled to controls: 0 for no effect and ±100 for the full control effect
#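 S3 HeLa cells stably expressing lamin A-EGFP splicing minigene plus DsRed2, 600 cells/well, 48 h compound exposure at 37C. Laser-scanning cytometry; analysed as GFP (500-530 nm)/RFP (575-640 nm) total intensity ratio; 0.5% DMSO vehicle.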
# CBFb-RUNX1 inh: CBF-beta/RUNX1 interaction disruption | AlphaScreen CBFb-His/RUNX1-biotin binding, biochemical | Potency, µM (doses to about 59.8 µM), inactives show top-dose activity, negative = inhibition, most hits filed as inhibitors | 230,000 tested, under 10 active | AID 1477; also: % of control where 0% means no effect
# Target sequence (Q01196 whole entry, looked up): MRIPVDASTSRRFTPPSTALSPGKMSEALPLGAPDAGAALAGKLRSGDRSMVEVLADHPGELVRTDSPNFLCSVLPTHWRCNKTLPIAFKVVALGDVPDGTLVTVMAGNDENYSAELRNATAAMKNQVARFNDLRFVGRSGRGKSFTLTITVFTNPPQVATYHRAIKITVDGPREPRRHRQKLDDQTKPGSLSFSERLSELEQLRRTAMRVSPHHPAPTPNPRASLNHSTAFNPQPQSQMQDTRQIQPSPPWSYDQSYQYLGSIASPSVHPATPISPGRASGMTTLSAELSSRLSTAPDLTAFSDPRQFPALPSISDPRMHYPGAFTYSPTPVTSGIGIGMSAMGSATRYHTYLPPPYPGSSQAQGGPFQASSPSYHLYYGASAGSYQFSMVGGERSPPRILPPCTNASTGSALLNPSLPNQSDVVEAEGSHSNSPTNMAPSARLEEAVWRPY
# Target sequence (Q13951 whole entry, looked up): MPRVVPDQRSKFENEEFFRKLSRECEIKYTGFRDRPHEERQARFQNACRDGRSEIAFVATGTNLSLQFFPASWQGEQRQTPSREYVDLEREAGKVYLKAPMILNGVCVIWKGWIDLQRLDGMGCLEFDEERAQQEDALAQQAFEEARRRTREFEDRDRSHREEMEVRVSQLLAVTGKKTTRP
#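 Room-temperature protein-protein interaction test with 30 nM each of His-tagged CBF-beta and biotinylated RUNX1, 15 min with compound, then 90 min with nickel plus streptavidin beads. Signal read in AlphaScreen mode.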
# NPSR antag: blocks cAMP signaling of the human neuropeptide S receptor | CHO-NPSR cells, cAMP TR-FRET, antagonist mode | Potency, µM (titrated, usually from 38.3 µM), for the others: top-dose activity change, negative = inhibition, actives largely listed as inhibitors | 220,000 compounds, 1% hits; also: potency is read from the fitted curve at half-maximal effect; % is scaled to controls: 0 for no effect and ±100 for the full control effect; nearly all actives have a fitted effect of over 50% in size; many of its hits are not listed in these tables
# Target sequence (Q6W5P4 whole entry, looked up): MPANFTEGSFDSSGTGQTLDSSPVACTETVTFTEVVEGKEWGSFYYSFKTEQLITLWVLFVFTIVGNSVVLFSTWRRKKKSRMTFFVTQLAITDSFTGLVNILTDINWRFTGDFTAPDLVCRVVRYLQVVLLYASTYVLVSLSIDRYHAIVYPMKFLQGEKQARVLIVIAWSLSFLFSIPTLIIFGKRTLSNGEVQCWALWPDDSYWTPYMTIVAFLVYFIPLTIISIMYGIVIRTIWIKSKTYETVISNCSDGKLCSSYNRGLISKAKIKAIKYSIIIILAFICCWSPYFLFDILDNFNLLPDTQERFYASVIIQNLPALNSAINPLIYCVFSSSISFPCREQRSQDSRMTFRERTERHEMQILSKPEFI
# KinaseGlo FLuc: counter-screen: inhibitors of Kinase-Glo firefly luciferase; Kinase-Glo luciferase, ATP luminescence, 8 min; Q27757; AID 1379; 200,000 compounds, 0.28% hits; Potency, µM (top dose mostly 38.3 µM), inactives show at the top dose activity change, negative = inhibition, actives largely listed as inhibitors; also: potency is read from the fitted curve at half-maximal effect; % is scaled to controls: 0 for no effect and ±100 for the full control effect; nearly all actives have a fitted effect of over 60% in size
#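 Luminescence was the read-out, taken after 8-minute incubation at ambient temperature. Luciferase turned over luciferin with 10 uM ATP in imidazole pH 7.2 buffer containing KCl, MgCl2, Tween 20 and BSA.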
# IMPase Li inh: membrane-permeable IMPase blocker, potentiated with lithium; Potency, µM (doses to about 59.4 µM), for the others: at the highest dose activity, negative = IMPase inhibition, usual class: inhibitors; 210,000 compounds, 0.35% hits; CHO-M1 cells, IP1 TR-FRET (IP-One), carbachol + lithium;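 also: IP1 builds up when IMPase is blocked and the TR-FRET signal falls; potency is read from the fitted curve at half-maximal effect; plate controls were basal vehicle for no effect and high inhibitor control for full effect; nearly all actives have a fitted effect of over 50% in size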
#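 Lithium-sensitised IP1 accumulation assay; M1-expressing CHO cells treated 30 min at 37C with compound. Competitive antibody detection by time-resolved FRET followed a 10 min room-temperature lysis step.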
# HTT aggregate: reduces HttQ103-GFP aggregates in PC12 cells; Potency, µM (highest dose often 46.1 µM), without a hit: at the top dose activity change, negative = inhibition, actives largely listed as inhibitors; PC12 HttQ103-GFP aggregates, Acumen cytometry, 40 h; 220,000 compounds, 1.1% hits; also: potency is read from the fitted curve at half-maximal effect; % is scaled to controls: 0 for no effect and ±100 for the full control effect; nearly all actives have a fitted effect of over 60% in size
#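 Huntingtin Q103 exon 1–GFP aggregates in induced PC12 cells (100 nM tebufenozide) were quantified by cytometry from lysates, with compounds dosed in titration.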
# Epigenetic derep: epigenetic control regulation, reporter derepression; murine LDR cells, GFP reporter derepression, 30 h; Potency, µM (doses to about 53.9 µM), inactives show at the top dose GFP activation, actives largely listed as activators; 280,000 compounds, 0.2% hits; AID 1865; also: potency is read from the fitted curve at half-maximal effect; % of control where 0% means no effect; nearly all actives have a fitted effect of over 60% in size
#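 Derepression of a silenced CMV-GFP reporter in murine LDR cells is scored by enumerating GFP-positive cells with a laser-scanning microplate cytometer after 30 hours of treatment at 37 C.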
# An asterisk follows results filed as active; ? = inconclusive; . = not tested or not shown; [ ] = remark or other dose. Unless noted, calls follow the shape of the dose curve; as a rule, active = well fitted curve in the direction sought with a large enough effect; inconclusive = small, poorly fitted or top-dose-only effect, or another doubt; inactive = no such curve, though single readings can be large; an effect the other way counts as inactive or inconclusive.
nr	molecule	LMNA splice mod	CBFb-RUNX1 inh	NPSR antag	KinaseGlo FLuc	IMPase Li inh	HTT aggregate	Epigenetic derep
1	CC(=O)Nc1cccc(C(=O)OCc2ccc(C(=O)Oc3ccc(Cl)cc3)cc2)c1	3%	0%	-11%[46.1 µM]	-2%	2%[38.3 µM]	6%	7.1%
2	COc1ccc(Oc2nc(C(F)(F)F)nc3ccccc23)cc1	-9%	17%	-9%[46.1 µM]	9%	9%	-12%	3.7%
3	CCOc1ncccc1C(=O)NCc1ccccc1	12%	6%	13%	1%	0%	-12%	1.0%
4	CC(=O)Oc1c(C(=O)c2nnc(C)o2)c(=O)n(Cc2ccccc2)c2ccccc12	?	-9%	-50%	-4%	-3%	7%	-2.6%
5	O=C(Nc1ccc2[nH]c(=O)[nH]c2c1)C(F)(F)F	4%[46 µM]	-3%	4%	-2%	6%	4%	0.1%
6	O=C(O)CCNC(=O)CCCn1nnc2ccccc2c1=O	.	-4%	-13%	.	.	8%[9.22 µM]	-0.4%
7	O=C(c1ccccc1)N1CCN(Cc2ccccc2C(F)(F)F)CC1	-1%[46 µM]	-2%	-42%	2%	0%	-27%	-6.1%
8	COc1ccc(S(=O)(=O)N2CCc3ccccc32)cc1C(=O)Nc1cccnc1	.	1%	37%	.	.	0%[9.22 µM]	2.1%
9	O=C(c1cccc(C(=O)N2CCc3ccccc32)n1)N1CCc2ccccc21	?	3%	?	-8%	17%[38.3 µM]	-4%[9.22 µM]	-6.2%
10	O=C(Nc1ccccc1N1CCCCC1)c1ccc2nccnc2c1	?	-3%	?	12%	12%[38.3 µM]	-9%	-1.0%
11	O=c1c2c(nc3n1CCCCC3)sc1c(O)c(Br)ccc12	-10%	-7%	-22%[46.1 µM]	-15%	9%[38.3 µM]	-5%	0.9%
12	COC(=O)c1ccc(C)c(NC(=O)CN(c2ccc3c(c2)OCO3)S(C)(=O)=O)c1	16%	3%	-14%[46.1 µM]	1%	-2%[38.3 µM]	29%	-0.7%
13	O=C(Nc1sc2c(c1C(=O)O)CCC2)c1cccs1	?	3%	-3%[46.1 µM]	-23%	-8%[38.3 µM]	-16%	1.1%
14	CC1=C(C(=O)N(C)C)C(c2ccccc2OC(F)F)NC(=O)N1 (configuration not stated)	.	11%	19%	0%	0%	2%	0.0%
15	CC(=O)Oc1ccc(-c2cccc(C(=O)OCC(=O)Nc3ccccc3Oc3ccccc3)c2)cc1	?	17%	-7%[46.1 µM]	4%	6%	6%	0.0%
16	N=c1ncn(CC(O)CN2CCOCC2)c2nc(N3CCOCC3)[nH]c12 (configuration not stated)	0%	10%	-13%[46.1 µM]	-2%	-2%[38.3 µM]	6%	1.5%
17	CN1CCN(c2nc3ccccc3nc2C(C#N)S(=O)(=O)c2ccccc2)CC1 (configuration not stated)	.	-5%	-3%	.	.	5%[9.22 µM]	-4.0%
18	O=C(CCS(=O)(=O)c1ccccc1)Nc1ccccc1F	.	3%	0%	1%	-7%	?	11%
19	O=C(CCN1C(=O)c2ccccc2C1=O)NCCC1=CCCCC1	5%	5%	-21%[46.1 µM]	8%	-29%[38.3 µM]	-12%	1.2%
20	O=C(N/N=C/c1ccc(F)cc1)c1cc(-c2ccc3c(c2)OCO3)n[nH]1	.	10%	-29%	.	.	7%[9.22 µM]	2.0%
21	CCOc1cc(/C=N/n2cnnc2)ccc1OS(=O)(=O)c1ccc(C)cc1	-2%[46 µM]	6%	-19%	-1%	11%	-2%[9.22 µM]	-0.6%[10.1 µM]
22	CCN(CC)c1ccc(-c2nn3c(-c4ccccc4OC)nnc3s2)cc1	?	14%	?	8%	19%[38.3 µM]	?	5.2%
23	Cc1ccc(C(=O)NCCc2cc3ccc(C)c(C)c3[nH]c2=O)cc1[N+](=O)[O-]	-6%	2%	8%	4%	7%	9%	6.0%
24	CC(=O)NCCC(=O)Nc1nc(-c2cccs2)c(-c2cccs2)s1	-13%	6%	16%[46.1 µM]	0%	-4%	24%	1.3%
25	CCS(=O)(=O)N1Cc2ccccc2CC1C(=O)Nc1nnc(C2CC2)s1 (configuration not stated)	-8%[46 µM]	-8%	-3%	3%	11%	-3%[9.22 µM]	-0.5%
26	COc1ccccc1OCC(=O)Nc1ccc(Cl)cc1	-9%	-13%	-8%[46.1 µM]	1%	-11%	-13%	3.0%
27	Cc1ccc2cc3c(NC(=O)c4ccco4)nn(C)c3nc2c1	7%	1%	-8%[46.1 µM]	.	.	?	-1.9%
28	O=C(CCCCl)NC(=S)Nc1ccc(CN2CCOCC2)cc1	.	0%	2%	.	.	-1%[9.22 µM]	-1.6%
29	O=C(Cn1c(=O)oc2cc(S(=O)(=O)N3CCCC3)ccc21)NC1CCCc2ccccc21 (configuration not stated)	?	10%	-10%[46.1 µM]	1%	20%[38.3 µM]	0%	-0.8%
30	CCOc1ccc(C2c3cc(OC)c(OC)cc3CC(=O)N2c2ccccc2)cc1 (configuration not stated)	-4%	-4%	-27%[46.1 µM]	-1%	9%[38.3 µM]	?	-1.2%
31	CCN(C(=O)Cn1cc(C(F)(F)F)ccc1=O)c1c(N)n(Cc2ccccc2)c(=O)[nH]c1=O	.	-1%	10%	0%	-1%	13%	1.7%
32	Cc1cnn(CCC(=O)NNC(=S)NCC(C)C)c1	-3%	1%	-7%	-1%	-18%	-5%	0.0%
33	COc1ccc2c(c1)c(CC(=O)Nc1cccc(S(N)(=O)=O)c1)c(C)n2C(=O)c1ccc(Cl)cc1	.	12%	-42%	.	.	-8%[9.22 µM]	0.0%
34	Cc1cc(OCCCCNC(C)C)cc(C(C)C)c1	11%	3%	22%	-3%	8%	6%	-1.8%
35	CCCCC(=O)NC(=S)Nc1ccc(S(=O)(=O)N2CCCC2)cc1	-12%	0%	-28%	-1%	19%	28%	1.1%
36	CCNC(=O)c1sc(=S)n(CC)c1N	8%	1%	4%[46.1 µM]	-1%	1%[38.3 µM]	0%	0.8%
37	C=CCn1c(SCC(=O)Nc2sc(C)c(C)c2C(=O)OCC)nnc1-c1sc(N)nc1C	-3%	-15%	12%[46.1 µM]	1%	44%[activator][38.3 µM]	-5%	-2.1%
38	COc1ccc(N(CC(=O)Nc2cccc(C)c2)S(=O)(=O)c2c(C)n[nH]c2C)cc1	-5%[0.0737 µM]	2%	?	-1%	13%[38.3 µM]	-6%	0.0%
39	Cc1cccc2cc(C#N)c(N3CCN(C)CC3)nc12	-8%	-1%	10%[46.1 µM]	.	.	11%	-0.3%
40	CN1CCN(c2ccccc2NC(=O)c2ccc(-c3ccc(Cl)cc3Cl)o2)CC1	1%	-2%	?	-2%	12%[38.3 µM]	?	2.8%
41	COCCCNCCCCOc1ccc(Br)cc1Cl	-5%	7%	5%	0%	6%	3%	-0.9%
42	COc1ccccc1N1CCN(c2ncnc3nc[nH]c23)CC1	-16%	6%	9%	4%	-1%	10%	-1.0%
43	CCS(=O)(=O)N1N=C(c2ccccc2)CC1c1ccc2nccnc2c1 (configuration not stated)	-4%	-2%	9%	-2%	26%	22%	0.0%
44	CCOC(=O)c1[nH]c(C)c(C(=O)NCCCOC(C)C)c1C	-8%	6%	-16%[46.1 µM]	2%	25%[38.3 µM]	-3%	3.0%
45	O=[N+]([O-])c1ccc(N2CCN(S(=O)(=O)c3ccccc3)CC2)cc1NCc1cccnc1	-3%	-21%	-17%[46.1 µM]	0%	15%	-7%	5.5%
46	O=C(Nc1ccccc1N1CCOCC1)c1ccc2c(c1)OCO2	.	1%	-13%	-3%	5%	.	12%
47	O=C(Cn1cc[n+](CC(=O)c2ccccc2)c1)c1ccccc1	4%[0.0737 µM]	?	-2%[46.1 µM]	-2%	3%[38.3 µM]	-26%	1.0%
48	CCC(=O)Oc1ccc(C(=O)Nc2c[nH]c(=O)[nH]c2=O)cc1	1%	-1%	5%	?	8%	-6%	1.1%

# Rewritten with two lines to a compound: part of the list above.
# Results follow in this order: LMNA splice mod, CBFb-RUNX1 inh, NPSR antag, KinaseGlo FLuc, IMPase Li inh, HTT aggregate, Epigenetic derep
[35] CCCCC(=O)NC(=S)Nc1ccc(S(=O)(=O)N2CCCC2)cc1
  -12%, 0%, -28%, -1%, 19%, 28%, 1.1%
[36] CCNC(=O)c1sc(=S)n(CC)c1N
  8%, 1%, 4%[46.1 µM], -1%, 1%[38.3 µM], 0%, 0.8%
[37] C=CCn1c(SCC(=O)Nc2sc(C)c(C)c2C(=O)OCC)nnc1-c1sc(N)nc1C
  -3%, -15%, 12%[46.1 µM], 1%, 44%[activator][38.3 µM], -5%, -2.1%
[38] COc1ccc(N(CC(=O)Nc2cccc(C)c2)S(=O)(=O)c2c(C)n[nH]c2C)cc1
  -5%[0.0737 µM], 2%, ?, -1%, 13%[38.3 µM], -6%, 0.0%
[39] Cc1cccc2cc(C#N)c(N3CCN(C)CC3)nc12
  -8%, -1%, 10%[46.1 µM], ., ., 11%, -0.3%
[40] CN1CCN(c2ccccc2NC(=O)c2ccc(-c3ccc(Cl)cc3Cl)o2)CC1
  1%, -2%, ?, -2%, 12%[38.3 µM], ?, 2.8%
[41] COCCCNCCCCOc1ccc(Br)cc1Cl
  -5%, 7%, 5%, 0%, 6%, 3%, -0.9%
[42] COc1ccccc1N1CCN(c2ncnc3nc[nH]c23)CC1
  -16%, 6%, 9%, 4%, -1%, 10%, -1.0%
[43] CCS(=O)(=O)N1N=C(c2ccccc2)CC1c1ccc2nccnc2c1 (configuration not stated)
  -4%, -2%, 9%, -2%, 26%, 22%, 0.0%
[44] CCOC(=O)c1[nH]c(C)c(C(=O)NCCCOC(C)C)c1C
  -8%, 6%, -16%[46.1 µM], 2%, 25%[38.3 µM], -3%, 3.0%
[45] O=[N+]([O-])c1ccc(N2CCN(S(=O)(=O)c3ccccc3)CC2)cc1NCc1cccnc1
  -3%, -21%, -17%[46.1 µM], 0%, 15%, -7%, 5.5%
[46] O=C(Nc1ccccc1N1CCOCC1)c1ccc2c(c1)OCO2
  ., 1%, -13%, -3%, 5%, ., 12%
[47] O=C(Cn1cc[n+](CC(=O)c2ccccc2)c1)c1ccccc1
  4%[0.0737 µM], ?, -2%[46.1 µM], -2%, 3%[38.3 µM], -26%, 1.0%
[48] CCC(=O)Oc1ccc(C(=O)Nc2c[nH]c(=O)[nH]c2=O)cc1
  1%, -1%, 5%, ?, 8%, -6%, 1.1%

# Source: PubChem

# Only part of the results is shown; count on the stated rates, not on these rows.
